Pf Dd2 inh = inhibitors of Plasmodium falciparum Dd2 growth; actives 4.3% (n = 120,000); Potency, µM (top dose mostly 28.9 µM), inactives show at the highest dose activity, negative = inhibition, actives largely listed as inhibitors; P. falciparum Dd2 growth, SYBR Green, 72 h; AID 1347417; active = well fitted inhibition curve with a large enough effect; inconclusive = small, poorly fitted or top-dose-only effect; inactive = no such curve, though single readings can be large or run the other way;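 note: plate controls were DMSO vehicle for no effect and reference drug for full effect; nearly all actives have a fitted effect of over 65% in size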
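Infected erythrocytes (Dd2, 0.3% parasitemia, 2.5% hematocrit final) are added to compound in RPMI-1640/Albumax II medium, grown 72 h at 37C in low oxygen, then lysed with saponin/Triton-X containing SYBR Green and read by fluorescence.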
* = called active by the depositor; i = inactive; ? = inconclusive; [ ] = another dose, or the depositor's remark. Potency is the fitted concentration of half-maximal effect.

compound	Pf Dd2 inh
Cc1ccc(C)c(NC(=O)Cn2cnc3c(oc4ccccc43)c2=O)c1	15%
Cc1cc2ncc(C(=O)NC(C)c3ccc(F)cc3)cn2n1 (stereo not given)	-7%[44.1 µM]
C#CCNC(=O)C1CCc2nnc(-c3ccccc3OC)n21 (stereo not given)	16%
COC(=O)c1cc2oc(C)cc2n1Cc1ccc(Cl)cc1	107%[activator]
O=C(O)CCc1cc2n(n1)CCN(C(=O)Cc1ccncc1)C2	1%
CC(C)N1C(=O)C2(CCCC2)C1C(=O)N1CCC(N2CCCCC2)CC1 (stereo not given)	-24%
CCOc1ccc(N2C(=O)c3[nH]nc(-c4ccc(OC)cc4)c3C2c2cccs2)cc1 (stereo not given)	?
CCc1ccc(-n2c3nc(=O)[nH]c(=O)c-3cc3c(C)nn(-c4ccccc4)c32)cc1	15%
COc1ccc(N2CCN(CC(O)COc3ccc(C)c(C)c3)CC2)cc1 (stereo not given)	23%
Cc1ccc2[nH]c(CSc3nnc(NC(=O)COc4ccccc4F)s3)cc(=O)c2c1	i
COc1cccc(N2C(=O)C(CC(=O)Nc3ccc(Cl)cc3)N(Cc3ccc4c(c3)OCO4)C2=O)c1 (stereo not given)	i
COc1ccc(C(=O)N2CCC3(CC2)OC(=O)N(Cc2ccc(NC(C)=O)cc2)C3(C)c2ccccc2)cn1 (stereo not given)	-12%
COc1ncc(-c2nc(-c3c(C)noc3C)cc3c2cc(C)n3CCN(C)C)cn1	14µM*
CC(=O)c1ccc(NC(=O)Nc2ccc3snnc3c2)cc1	?
COC(=O)c1c(NC(=O)c2ccc(S(=O)(=O)N3CCCCC3C)cc2)sc2c1CCN(C(C)C)C2 (stereo not given)	11µM*
O[C@H]1[C@H](NCc2ccncc2)[C@H]2CO[C@H](O2)[C@@H]1N1CCC(Cc2ccccc2)CC1	i
COc1cc(NC(=O)CCc2c(C)nc3nc(-c4cc(OC)cc(OC)c4)nn3c2C)cc(OC)c1	?
Cc1ccc(-c2cc(C(=O)N3CCN(c4ccccc4)CC3)c3ccccc3n2)cc1C	?
COc1ccccc1CC(=O)NCc1nnc2cc(-c3nc(C4CC4)no3)ccn12	?
COC(=O)[C@@H](C)NC(=O)[C@H]1CN(S(=O)(=O)c2ccccc2)CCN1C(C)=O	-20%[44.1 µM]
CN1C(=O)C2(c3ccccc31)N(c1cccc(C(F)(F)F)c1)C(=O)CS2(=O)=O (stereo not given)	0%
O=C([C@H]1O[C@H](CCN2CCN(Cc3ccccc3)CC2)CC[C@@H]1O)N1CCN(c2ccc(F)cc2)CC1	?
O=S(=O)(c1ccc(F)cc1)N1CCCC(Cn2c(C3CC3)nc3cccnc32)C1 (stereo not given)	-17%
CN(C)CCNC(=O)C1CC(=O)N(c2n[nH]c3ccccc23)C1 (stereo not given)	-11%
N#Cc1cccc(C(=O)N2CCN(C(=O)c3nnn4c3COC(c3ccccc3)C4)CC2)c1 (stereo not given)	i
CN(Cc1ccc(F)cc1)c1ccc2ncc(Nc3ccc(CCO)cc3)n2n1	?
O=C(c1ccccc1)N1CCn2cc(C(=O)N3CCOCC3)nc2C1	14%
COc1cccc(CC(=O)Nc2ccc3nc(N4CCC(C)CC4)cc(C)c3c2)c1	?
O=C(CCCn1c(=O)c2ccccc2n(CC(=O)Nc2ccc(F)cc2F)c1=O)NCc1ccccc1Cl	i
O=C(Cn1cccc1-c1nc(-c2ccccc2)no1)NCc1ccccc1Cl	10µM*
COc1ccc2[nH]c3c(c2c1)CCNC31CCN(C(=O)Cc2cccnc2)CC1	?
COCCNc1nc2c(S(=O)(=O)c3cc(C)ccc3C)nnn2c2ccccc12	-29%
O=C(Cn1nc2c(cc1=O)CCCC2)NCc1cccc(Cl)c1	2%
COc1ccc(-c2onc(C)c2C)cc1S(=O)(=O)Nc1cccc(C#N)c1	-17%
Cc1cccc(C)c1Nc1c(-c2ccccc2O)nc2ncccn12	?
CC1CCN(S(=O)(=O)c2cccc(C(=O)N(C)C3(C)CCS(=O)(=O)C3)c2)CC1 (stereo not given)	31%[activator]
O=C(NCc1ccco1)C1COC2(CCN(C(=O)c3cccs3)CC2)N1C(=O)c1ccccc1 (stereo not given)	8%
O=C(c1nnc(COc2ccc(F)cc2F)n1-c1ccccc1)N1CCC[C@@H]1c1cccc(F)c1	i
COc1ccc(N2CC(NC(=O)c3cccs3)CC2=O)cc1 (stereo not given)	5%
O=C(Nc1ccc(SC(F)F)cc1)c1cc(-c2cccs2)on1	13%
Cc1ccc(-n2c(=O)c3c(cnn3C)n(Cc3ccccc3F)c2=O)cc1	-16%
CCOc1ccc(CNC(=O)c2ccc(Sc3ccc(Cl)cc3)c(NC(C)=O)c2)cc1OC	24%
O=[S+]1([O-])NCC2(CCN(CC3CCOCC3)C2)Oc2ncccc21 (stereo not given)	13%
C#C[C@H]1CN2CC[C@H]1C[C@@H]2CNS(=O)(=O)c1ccc2ccccc2c1	?
CN1CCCCC12Cc1ccccc1CN(C(=O)c1ccccc1)C2 (stereo not given)	8.9µM*
CC(C)c1nc2c(c(-c3ccc(O)cc3)n1)CN(C(=O)c1ccccc1Cl)CC2	?
CC(C)(C)CC(=O)N[C@H]1C[C@@H](Cc2cc(COc3ccccc3)on2)C1(C)C	i
O=C(NCc1ccccc1Cl)C(=O)NCC(c1cccs1)S(=O)(=O)c1ccccc1 (stereo not given)	-30%
COc1ccc(CCN2Cc3cc(NC(=O)Cc4cccs4)ccc3OCC2=O)cc1	-5%
NC(=O)[C@@H]1CCCN1CC[C@H]1CN(C(=O)C2CCCC2)CC[C@H]1CC(=O)O	1%[44.1 µM]
CCCCn1cc(S(=O)(=O)c2ccc(Cl)cc2)c(=O)c2cc(F)c(N3CCCC(C)C3)cc21 (stereo not given)	?
O=C(Nc1ccc2ncnc(N3CCCCC3)c2c1)c1ccccc1Cl	-22%
CCOC(=O)c1cccc(NC(=O)c2cc3c(=O)n(Cc4ccccc4)ccc3nc2C)c1	-2%
N#Cc1ccc(C(=O)N2CC(C(=O)NCCc3ccncc3)C3(CCOCC3)C2)cc1 (stereo not given)	22%
CN(CC1CCOCC1)C(=O)CCc1ccccc1	-2%
Cc1cccc(C(=O)N2CCC(c3n[nH]c(=O)n3Cc3ccc(F)cc3)CC2)c1	i
O=C1NCCOCCCN(C(=O)Nc2ccc3c(c2)OCCO3)[C@H]2CCCC[C@@H]12	25%
COCCNC(=O)c1ccc2c(=O)n(CCc3ccccc3)c(SCC(=O)CC(=O)OC)nc2c1	?
CC(C)Nc1cc(N2CCN(Cc3ccccc3F)C(CCO)C2)ncn1 (stereo not given)	?
COc1cccc(C(C)N(C)Cc2nc(Cc3cccc(F)c3)no2)c1 (stereo not given)	-24%

(further entries)
compound	Pf Dd2 inh
O=C1c2cnc(-c3cccc(CO)c3)nc2OCCN1c1ccccc1	?
COc1ccc(CNC(=O)C2CCN(c3nc4ccccc4[nH]3)CC2)c(OC)c1	7%
Cn1cnc(C(=O)N2CCC(Cc3ccc(C(=O)N4CCOCC4)cc3)CC2)c1	3%
Cc1noc2c(NCc3cccnc3)cc(-c3ccc(Cl)cc3)nc12	-6%[44.1 µM]
COc1ccc(C(=O)N2CCC(n3cc(-c4nc(C(C)C)no4)nn3)C2)cc1OC (stereo not given)	i
COc1ccc(CNC(=O)CSCc2nc(-c3ccccc3C)oc2C)cc1	19%
COc1ccc(Br)cc1C1C(C(=O)Nc2ccc(C)cc2C)=C(C)Nc2ncnn21 (stereo not given)	?
CC(=O)Nc1ccc(CN2C(=O)OC3(CCN(C(=O)C(C)C)CC3)C2(C)c2ccccc2)cc1 (stereo not given)	?
Cc1ccc2c(c1)C(=O)OC(C(=O)Nc1ccccc1C(=O)O)C2 (stereo not given)	-15%
Fc1ccc(CNc2cc(-c3ccccc3)nc3nncn23)cc1	-15%
COCC(=O)N[C@@H]1CN(Cc2cnn(C)c2C)C[C@H]1CO	i
COc1ccc(-c2nc(C)nc3c2CN(Cc2ccc(NC(C)=O)cc2)CC3)cc1	i
CCS(=O)(=O)N1CCc2cc(C(=O)NCCc3ccc(OC)c(OC)c3)ccc21	21%
O=C(O)C[C@@H]1CCN(C(=O)c2cccs2)C[C@@H]1CCN1CCN(c2cccc(C(F)(F)F)c2)CC1	-48%
CCCCCn1c(=O)[nH]c2cc(C(=O)NCc3ccc(Cl)cc3)ccc2c1=O	14%
Cc1cc2c(cc1C)NC(CC(=O)Nc1ccccc1)C(=O)N2 (stereo not given)	i
O=C(NCC1(COc2cnccn2)C[C@@H](O)[C@@H](O)C1)C1CC1 (stereo not given in full)	9%[44.1 µM]
N[C@@H](Cc1ccccc1)C(=O)N1CCC2(CC1)C(=O)NCN2C(=O)C1CCCC1	-14%
CCc1nc(NC(=O)C2CC(=O)N(c3n[nH]c4cccc(F)c34)C2)sc1C (stereo not given)	i
O=C(NC1CCN(C(=O)N2CC3CC(C2)[C@H]2CCCC(=O)N2C3)CC1)C1CCOCC1 (stereo not given in full)	-12%
Cc1ccsc1C(=O)N1CCC(c2nc(C3CCOCC3)no2)C1 (stereo not given)	16%
O=C(Nc1nc2ccccc2n1CCOc1ccccc1Cl)c1ccccc1	?
COc1ccc(-c2noc(-c3ncn4c3COC(c3ccc(F)cc3)C4)n2)c(OC)c1 (stereo not given)	?
Cc1csc(NC(=O)c2ccc3c(c2)OCC(=O)N(C)C3)n1	i
O=C(Nc1ccc2c(N3CCCC3)ncnc2c1)c1ccc(Cl)cc1	2.8µM*
Cc1cccc(CN2CCCCCCNC(=O)CC2)c1	?
O=C(CCc1conc1-c1ccccc1F)NCc1cc(F)cc(F)c1	17%
CC(=O)NC1CC2(CCN(C(=O)CCC(=O)OC(C)(C)C)CC2)Oc2ccccc21 (stereo not given)	5%
Cc1noc(C)c1[S+](=O)([O-])N1CCN(c2nc3ncccc3o2)CC1	i
COC(=O)N1CCCCC(NC(=O)CCCc2nc(-c3ccccc3C)no2)C1 (stereo not given)	-19%
Cc1nc2nc(NCc3cccc(Cl)c3)[nH]n2c(=O)c1Cc1ccccc1	25%
Cc1nc(C)c(C(=O)N2CCC3(CC2)CC(N2CCCCC2)CCO3)s1 (stereo not given)	5%
COc1ccc(CCNC(=O)CCc2c(C)nc3c4c(C)cc(C)nc4nn3c2C)cc1OC	i
O=C(Cn1nc2c(cc1=O)CCCC2)NCc1nc2ccccc2[nH]1	4%
Cc1ccc(NC(=O)c2c(C)oc3nc(C)nc(N4CCCC4)c23)c(C)c1	16%
C=CCNC(=O)C1CC(c2ccc(F)cc2)=NO1 (stereo not given)	-2%
COc1ccc(OC)c(CCNC(=O)c2nc(-c3ccc(Cl)cc3)n3c2CCCCC3)c1	?
COc1ccc(CNC(=O)COCc2cc(-c3ccc4c(c3)OCO4)on2)cc1	150%[activator]
Cc1ccc2nc(CN3CCN(S(=O)(=O)c4ccc(F)cc4)CC3)oc2c1	22%
N#Cc1ccc(-c2cccs2)nc1SCC(=O)Nc1cccc(C(F)(F)F)c1	?
Cc1nc2nc(-c3ccc(Cl)cc3Cl)nn2c(C)c1CCC(=O)Nc1ccc(F)cc1	6%
Cc1ccc(NC(=O)CN2CCN(C3CCCCC3)C(=O)C2=O)cc1	-14%
CS(=O)(=O)N1CCC(OC2CCN(C(=O)Nc3c(F)cccc3F)CC2)CC1	i
CC(C)Oc1ccccc1CN1CC[C@@H]2CN(S(C)(=O)=O)[C@@H]2C1	0%
O=C(Nc1nnc(C2CC2)s1)C1CC(=O)N(c2n[nH]c3cccc(F)c23)C1 (stereo not given)	-19%
CC(=O)NCCC(=O)N1Cc2ccccc2CC2(CCCN2Cc2ccncc2)C1 (stereo not given)	0%
COc1ccc2nc(C[C@@H]3C[C@@H](C(C)C)[C@H](CN(Cc4ccccc4F)Cc4ccccc4F)C=C3C)[nH]c2c1	?
CSc1ccc2cc(CN3CCCC(O)C3)c(-c3ccc(Cl)cc3)nc2c1 (stereo not given)	?
COc1ccc(C(=O)N2CC[C@H]3CC(=O)N(c4ccccc4)CC[C@H]3C2)cc1	-10%[44.1 µM]

The list is partial; rates above refer to the full screens.
